Screening results deposited in PubChem BioAssay by several laboratories.
Vc quorum ag: quorum light induction in luxS cqsA deficient V. cholerae. V. cholerae BH1578 lux reporter, luminescence, 6 h. activation, % at 18.7 µM. 350,000 compounds, 0.16% hits; in the data active = activation mostly above about 9.7%, no sharp cut-off; inconclusive = no clear call, values can overlap the other calls; inactive = mostly below about 3.7%; also: not every result past the cut was called active; inactives centre near 0; reference of the scale not given here
Mtb UGM inh: inhibitors of M. tuberculosis UDP-galactopyranose mutase | 320,000 compounds, 0.06% hits | P9WIQ1 | purified UGM, fluorescence polarization probe displacement | inhibition, % at 10 µM; in the data active = inhibition above about 10%, passing the limit was not always enough; inconclusive = no clear call, values can overlap the other calls
FBA Mtb inh: inhibitors of M. tuberculosis fructose-bisphosphate aldolase; P9WQA3; purified M. tuberculosis FBA, fluorescence read-out; inhibition, % at 1 µM; 360,000 compounds, 2.3% hits; in the data active = inhibition above about 27%;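 also: 0% = vehicle and 100% = reference inhibitor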
FadD28 binding: inhibitors of Mycobacterium tuberculosis FadD28 bisubstrate binding | FadD28 bisubstrate probe binding, fluorescence polarization | inhibition, % at 12.5 µM | 360,000 compounds, 0.22% hits | AID 588549; in the data active = inhibition above about 8.5%, passing the limit was not always enough; inconclusive = no clear call, values can overlap the other calls
Y pestis TopoI: blocks Yersinia pestis topoisomerase I activity | Y. pestis Topo-I cleavage product accumulation, plate reader | activity, % at 10 µM | 360,000 compounds, 0.064% hits | AID 504884; in the data active = activity above about 50%, passing the limit was not always enough; inconclusive = no clear call, values can overlap the other calls; also: inactives centre near 2
PfHsp40 rescue: rescue of PfHsp40-mediated yeast toxicity; growth rescue, % at 12.5 µM; S. cerevisiae expressing PfHsp40, growth rescue, ATP luminescence; 340,000 compounds, 0.68% hits; in the data active = growth rescue above about 28%, passing the limit was not always enough; inconclusive = no clear call, values can overlap the other calls;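 also: yeast W303a lacking pdr1 and pdr3 grown in galactose medium; growth measured after three days at 30 °C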
BioA inh: blocks M. tuberculosis BioA enzyme activity | purified M. tuberculosis BioA enzyme, plate reader | inhibition, % at 9.99 µM | 360,000 compounds, 0.096% hits; in the data active = inhibition above about 40%; inconclusive = no clear call, values can overlap the other calls
GDH-TPI counter: GDH-TPI coupled enzyme inhibition counter-screen; AID 588335; GDH-TPI coupled enzyme counterscreen, NADH absorbance; 360,000 compounds, 1.2% hits; inhibition, % at 4.8 µM; in the data active = inhibition above about 30%;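 also: 0% = DMSO wells and 100% = wells lacking the enzyme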
TcdB GH inh: TcdB glycohydrolase inhibition; AID 652162; 350,000 compounds, 0.24% hits; P18177; TcdB glycohydrolase enzymatic assay, plate reader; inhibition, % at 9.99 µM; in the data active = inhibition above about 10%
Target sequence (P18177 whole entry, looked up): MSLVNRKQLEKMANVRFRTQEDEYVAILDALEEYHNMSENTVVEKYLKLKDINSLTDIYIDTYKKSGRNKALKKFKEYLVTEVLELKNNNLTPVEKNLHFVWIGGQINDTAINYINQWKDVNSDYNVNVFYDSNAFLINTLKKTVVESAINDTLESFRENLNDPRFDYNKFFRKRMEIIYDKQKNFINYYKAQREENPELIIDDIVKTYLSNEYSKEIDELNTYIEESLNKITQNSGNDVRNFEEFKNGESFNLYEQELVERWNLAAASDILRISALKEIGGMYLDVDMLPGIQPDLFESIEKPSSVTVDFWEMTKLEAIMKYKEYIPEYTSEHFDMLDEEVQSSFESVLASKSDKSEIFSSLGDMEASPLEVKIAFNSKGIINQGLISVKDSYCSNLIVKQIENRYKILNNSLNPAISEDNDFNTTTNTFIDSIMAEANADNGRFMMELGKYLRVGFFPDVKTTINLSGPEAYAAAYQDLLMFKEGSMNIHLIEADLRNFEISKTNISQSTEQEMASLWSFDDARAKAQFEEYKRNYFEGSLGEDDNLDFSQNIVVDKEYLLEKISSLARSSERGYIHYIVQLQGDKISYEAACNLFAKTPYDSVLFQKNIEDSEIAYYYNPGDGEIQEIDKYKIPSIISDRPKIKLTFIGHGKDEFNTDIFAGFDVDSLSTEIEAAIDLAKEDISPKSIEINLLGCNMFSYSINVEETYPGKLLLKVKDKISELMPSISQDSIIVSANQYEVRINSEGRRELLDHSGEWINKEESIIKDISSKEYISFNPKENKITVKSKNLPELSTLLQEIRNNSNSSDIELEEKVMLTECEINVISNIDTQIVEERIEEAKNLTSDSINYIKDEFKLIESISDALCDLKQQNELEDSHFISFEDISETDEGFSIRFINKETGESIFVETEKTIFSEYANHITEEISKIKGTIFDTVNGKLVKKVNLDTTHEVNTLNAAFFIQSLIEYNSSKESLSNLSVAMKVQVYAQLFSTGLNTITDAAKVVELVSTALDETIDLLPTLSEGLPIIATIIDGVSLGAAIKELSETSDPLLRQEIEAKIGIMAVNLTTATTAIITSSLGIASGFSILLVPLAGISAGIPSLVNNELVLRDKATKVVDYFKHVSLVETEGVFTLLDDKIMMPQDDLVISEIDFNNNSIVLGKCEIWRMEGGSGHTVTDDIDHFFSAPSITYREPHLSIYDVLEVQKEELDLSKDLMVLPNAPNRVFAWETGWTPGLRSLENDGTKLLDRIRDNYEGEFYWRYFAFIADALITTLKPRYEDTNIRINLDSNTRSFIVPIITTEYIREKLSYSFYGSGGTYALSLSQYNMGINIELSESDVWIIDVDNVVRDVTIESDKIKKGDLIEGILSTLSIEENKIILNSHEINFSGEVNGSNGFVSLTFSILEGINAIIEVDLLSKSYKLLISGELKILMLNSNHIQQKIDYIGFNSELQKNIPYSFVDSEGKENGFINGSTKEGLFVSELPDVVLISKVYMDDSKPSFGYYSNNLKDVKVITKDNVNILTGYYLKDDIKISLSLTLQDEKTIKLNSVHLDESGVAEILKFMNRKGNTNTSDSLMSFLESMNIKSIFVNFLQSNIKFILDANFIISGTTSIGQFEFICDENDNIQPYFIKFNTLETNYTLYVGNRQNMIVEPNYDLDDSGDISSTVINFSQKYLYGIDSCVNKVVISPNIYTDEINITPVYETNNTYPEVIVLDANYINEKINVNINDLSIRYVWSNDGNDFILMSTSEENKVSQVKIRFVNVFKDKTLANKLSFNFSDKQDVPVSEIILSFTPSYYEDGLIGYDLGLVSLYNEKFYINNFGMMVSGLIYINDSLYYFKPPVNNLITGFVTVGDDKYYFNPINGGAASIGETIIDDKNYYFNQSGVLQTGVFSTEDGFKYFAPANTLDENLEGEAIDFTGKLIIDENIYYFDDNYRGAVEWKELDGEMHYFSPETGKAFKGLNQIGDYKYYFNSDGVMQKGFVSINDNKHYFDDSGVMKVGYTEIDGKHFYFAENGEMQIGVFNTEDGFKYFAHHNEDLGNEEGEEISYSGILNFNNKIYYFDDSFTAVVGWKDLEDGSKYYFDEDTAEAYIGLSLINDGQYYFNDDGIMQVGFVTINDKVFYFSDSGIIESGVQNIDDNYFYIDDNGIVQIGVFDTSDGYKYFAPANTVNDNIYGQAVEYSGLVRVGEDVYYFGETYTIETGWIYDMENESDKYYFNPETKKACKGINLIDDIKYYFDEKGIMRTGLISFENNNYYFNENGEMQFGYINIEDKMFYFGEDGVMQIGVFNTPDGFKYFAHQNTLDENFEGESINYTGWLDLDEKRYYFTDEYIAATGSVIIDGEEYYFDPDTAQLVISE
Starred values were filed as active, the others as inactive; i = inactive; ? = inconclusive; nt = not tested or not shown. Rows were taken by chance; about 4.6% have a hit in one of these screens.

SMILES | Vc quorum ag | Mtb UGM inh | FBA Mtb inh | FadD28 binding | Y pestis TopoI | PfHsp40 rescue | BioA inh | GDH-TPI counter | TcdB GH inh
O=C(N/N=C/c1c(O)n(-c2ccc(Cl)cn2)c(=O)c2ccccc12)C1CC1 | -2.1 | 0.7 | 7 | 0.7 | -4 | -1.6 | nt | 13 | nt
O=C(COC(=O)Cc1ccc(Cl)cc1Cl)NCCC1=CCCCC1 | -0.4 | 1.8 | 4 | -1.5 | 20 | -1.1 | nt | 8 | 0.2
CCCCc1cc(=O)oc2cc(C)cc(OCC(=O)NCCN3CCOCC3)c12 | i | -2.9 | 51* | 1.1 | 6 | -2.5 | 0.0 | 15 | 1.4
COCCN1C(=O)N[C@@H](CCc2ccccc2)[C@H](C(=O)OC)[C@H]1C | 0.8 | 0.4 | 5 | 0.8 | -6 | 0.4 | -0.8 | 14 | 0.3
CC(Oc1ccc2c(c1)oc(=O)c1ccccc12)C(=O)NCC1CCC(C(=O)O)CC1 (centres undefined) | -0.4 | -1.6 | 129* | -4.9 | 2 | 0.8 | 0.3 | 15 | -0.7
Fc1ccc(OCCCCCn2ccnc2)cc1 | i | 1.3 | -3 | 0.7 | 10 | -0.6 | 1.3 | 9 | 3.5
Cc1noc(C)c1-c1nc(CS(=O)(=O)c2ccc(F)cc2)no1 | i | 0.3 | 1 | -3.0 | -4 | nt | -0.1 | -2 | -0.1
CCCCn1c(O)c(C(C)=NCCCn2ccnc2)c(=O)[nH]c1=O | nt | -5.1 | 0 | -2.4 | 6 | 0.2 | 1.3 | -7 | nt
COc1ccc(C(=O)NCc2nnc(SCC(=O)Nc3ccccc3OC)n2C)cc1 | i | 0.2 | -2 | -2.3 | 1 | -0.1 | nt | -4 | -0.5
COc1ccc([N+](=O)[O-])c(OC)c1C(=O)NC(=O)Nc1c(F)c(F)c(F)c(F)c1F | i | -0.6 | -1 | -1.4 | -9 | 0.3 | 1.2 | 8 | 0.3
O=C(NCc1ccccc1)c1cc2nc(C3CC3)cc(C(F)(F)F)n2n1 | i | -2.0 | -5 | -0.8 | -5 | -0.3 | nt | 10 | nt
CCC(C(=O)Nc1ccc(C)cc1)c1ccccc1 (centres undefined) | -0.3 | 0.2 | -1 | -2.7 | -3 | 0.5 | -0.4 | 2 | 0.4
CCOc1ccc(NC(=O)c2ccc(NC(=O)Cc3n[nH]c(=O)c4ccccc34)cc2)cc1 | -0.7 | -1.9 | 3 | -4.9 | 5 | 0.5 | -0.7 | 1 | 1.6
COc1ccc(N2CCN(C(=O)c3ccc4c(c3)CCN4S(=O)(=O)c3ccccc3)CC2)cc1 | 0.7 | 0.3 | 0 | -3.2 | 5 | 0.0 | -1.3 | -3 | 0.2
O=C(NC1CC1)c1ccc2c3c(cccc13)CC2 | i | 1.6 | 4 | -0.3 | 2 | 1.6 | nt | 10 | nt
Cc1ccc(C(=O)OCc2nnc(-c3ccccc3)o2)o1 | 0.1 | -0.8 | 0 | 1.3 | 13 | -1.7 | 0.0 | 9 | nt
NC1=NC(=O)/C(=C\c2cc([N+](=O)[O-])ccc2Cl)S1 | -0.2 | -0.4 | -1 | -1.8 | 0 | ? | nt | 24 | 1.1
Cc1nc(NC(C)C)c2oc3ccccc3c2n1 | 16 | 0.4 | 7 | -0.4 | 5 | 0.3 | 1.1 | -1 | nt
c1cc(-c2cc3cc4c(cc3cn2)OCO4)cs1 | -0.6 | -4.2 | 1 | -3.4 | 11 | 3.9 | -1.5 | -3 | 1.6
CC1CCCN(c2ccc(C(=O)Nc3cccnc3)cc2[N+](=O)[O-])C1 (centres undefined) | -1.3 | -0.7 | -5 | -2.7 | 7 | 5.5 | 54* | 6 | 6.4
COc1ccc(OC)c(NC(=O)N2CCc3ccccc3C2)c1 | -0.7 | -1.0 | 1 | -0.2 | 5 | 0.6 | -0.5 | 0 | -1.5
COc1ccc(NS(=O)(=O)c2ccc(NC(=S)NC(=O)C(C)C)cc2)cc1 | -0.4 | 4.8 | 3 | -5.0 | 2 | 1.8 | 0.6 | 5 | nt
CC(=O)Nc1ccc(S(=O)(=O)N2CCN(C3CCCCCCC3)CC2)cc1 | -1.7 | -1.8 | 0 | -2.2 | 6 | -1.1 | 1.1 | 11 | nt
O=C(CCCCC(=O)N1CCOCCOCCOCC1)OCc1ccccc1 | 0.3 | 3.8 | -21 | -1.0 | 4 | -0.9 | nt | -1 | 1.0
COc1nc(NC(=O)c2ccc(F)cc2)nc(OC)c1-c1ccccc1 | -0.7 | 1.0 | 2 | -0.2 | 5 | 0.6 | 1.8 | -4 | 0.3
CCN(CC)S(=O)(=O)c1ccc(N2CCc3ccccc3C2)nc1 | -0.4 | -0.1 | 2 | -4.8 | 24 | 1.1 | -1.1 | 3 | 1.2
CC(C)C(C)NC(=O)COc1ccc(Sc2ccc(OCC(=O)NC(C)C(C)C)cc2)cc1 (centres undefined) | -0.3 | 0.0 | -1 | 1.5 | -1 | -1.0 | -0.1 | -2 | 1.1
CCC1Oc2ccccc2N(CC(=O)NC2CC2)C1=O (centres undefined) | i | 0.0 | 4 | -0.3 | -4 | 0.6 | -3.6 | 2 | -0.5
CCCCn1c(O)c(C(CC)=NCc2ccco2)c(=O)[nH]c1=O | -2.0 | -0.5 | -2 | -0.7 | 2 | 1.8 | 2.4 | 9 | nt
CC1=NOC(=O)/C1=C\c1ccc(-c2cccc(Cl)c2)o1 | i | 1.3 | 2 | -0.8 | -2 | 2.1 | -0.4 | 8 | nt

Some entries already given, showing only PfHsp40 rescue:
| SMILES | PfHsp40 rescue |
| --- | --- |
| CC(C)C(C)NC(=O)COc1ccc(Sc2ccc(OCC(=O)NC(C)C(C)C)cc2)cc1 (centres undefined) | -1.0 |
| CCC1Oc2ccccc2N(CC(=O)NC2CC2)C1=O (centres undefined) | 0.6 |
| CCCCn1c(O)c(C(CC)=NCc2ccco2)c(=O)[nH]c1=O | 1.8 |
| CC1=NOC(=O)/C1=C\c1ccc(-c2cccc(Cl)c2)o1 | 2.1 |

Remaining list, next part.
SMILES | Vc quorum ag | Mtb UGM inh | FBA Mtb inh | FadD28 binding | Y pestis TopoI | PfHsp40 rescue | BioA inh | GDH-TPI counter | TcdB GH inh
COc1cnc(N(C)C)nc1Sc1cccc(Cl)c1 | -0.8 | 3.5 | 16 | -1.7 | 39 | 0.1 | 2.8 | 17 | nt
CCOc1ccc(C2CC(c3c(O)c4ccccc4oc3=O)=NN2c2ccccc2)cc1OC (centres undefined) | -0.4 | 9.8 | 12 | 0.3 | 4 | 1.0 | nt | -13 | -0.1
COc1ccc(NC(=O)c2cccc3c(-c4cnn(C)c4)coc23)cc1 | -0.5 | nt | 0 | -9.1 | 10 | nt | 0.3 | 4 | 0.3
CCCCCOc1ccc(NS(C)(=O)=O)cc1 | 0.3 | -1.1 | 0 | -0.3 | -3 | 1.3 | -2.3 | -1 | nt
COc1ccc(C(=O)N(C)[C@H]2C[C@H]3c4[nH]c5ccccc5c4CCN3C[C@H]2[C@H](C)O)cc1 | nt | nt | 11 | -1.4 | nt | nt | -3.6 | nt | -0.4
CCn1c(CN2CCN(Cc3ccc(C)cc3)C(CCO)C2)nc2ccccc21 (centres undefined) | i | -0.7 | 2 | -3.9 | 5 | -0.6 | -0.3 | 5 | -1.9
O=C(NC1CCCCCCC1)C1CCN(S(=O)(=O)N2CCC3(CC2)OCCO3)CC1 | i | -1.8 | 3 | -0.6 | 0 | -1.0 | -1.5 | 6 | -1.0
COc1ccc2c(c1)cc(C(=O)O)n2C | -0.4 | -1.0 | 64* | -0.2 | 8 | 0.8 | -0.3 | 6 | nt
O=C(COc1ccc(Cl)cc1Cl)Nc1ccc2nc3n(c(=O)c2c1)CCCC3 | -0.5 | 2.1 | 4 | -5.3 | 33 | 0.7 | 0.4 | 5 | nt
COc1cc(-c2nc3ccc4ccccc4c3c3c2CCC3)cc(OC)c1O | -0.3 | 2.8 | -4 | -3.3 | ? | 19 | nt | -2 | nt
COC(=O)C1=C(c2ccc(-c3ccccc3)c(F)c2)C[C@@H]2CC[C@H]1N2C(=O)NCC1CC1 | -4.5 | 6.3 | 7 | -2.5 | 5 | 5.3 | -1.1 | 13 | 1.3
COC(=O)C1=C(C)NC(=S)NC1c1ccco1 (centres undefined) | -0.2 | 1.0 | -1 | -0.3 | -2 | nt | nt | 5 | -0.4
COC(=O)c1c(-c2ccccc2OC)sc2cc3c(cc12)OCO3 | -0.4 | nt | 26 | -3.2 | 2 | -1.1 | -4.3 | 4 | -4.2
C/C(Cc1ccccc1)=N\NC(=O)c1ccccn1 | i | -1.3 | 1 | -0.5 | -10 | -1.0 | 0.7 | -5 | -0.8
Cc1cccc(Nc2nc(N)nc(CCl)n2)c1C | i | -0.2 | 0 | -0.7 | -2 | nt | -1.0 | -5 | 0.4
Fc1ccc(NC(=S)Nc2cccnc2)cc1 | -0.3 | 2.6 | 5 | 0.7 | 1 | -1.8 | 0.7 | 0 | 1.1
CCOC(=O)c1ccc(N2C(=O)C3CC=CCC3C2=O)cc1 (centres undefined) | i | 0.6 | 0 | 0.2 | 4 | -0.3 | 0.4 | 3 | 2.3
CCC1(C)Cc2ccccc2-c2nc(NN)[nH]c(=O)c21 (centres undefined) | i | -0.8 | 25 | -0.9 | -4 | -0.4 | -11 | 16 | 1.8
Cc1cccc(N2CCN(S(=O)(=O)c3ccc4c(c3)NC(=O)C(C)S4)CC2)c1C (centres undefined) | i | 0.7 | -1 | -1.0 | 1 | 5.2 | -1.2 | 3 | 0.2
CC(=O)c1ccc(OCCCC(=O)N(CCC2=CCCCC2)c2c(N)n(Cc3ccccc3)c(=O)[nH]c2=O)cc1 | 1.6 | -0.5 | 0 | -3.1 | 23 | 1.2 | nt | 2 | 0.8
CC(=NCCN1CCNCC1)C1=C(O)CC(C)(C)CC1=O | -3.6 | -1.5 | -2 | -2.3 | 3 | -1.5 | -0.7 | 1 | nt
COc1cccc(N2CCN(C3CC(=O)N(c4ccc(Cl)cc4)C3=O)CC2)c1 (centres undefined) | i | -1.2 | 2 | -1.3 | 13 | 1.9 | 0.2 | -10 | nt
O=C(OCC(=O)N1CCN(C(=O)c2ccco2)CC1)c1cc(-c2ccc(Cl)c(Cl)c2Cl)nc2ccccc12 | -3.1 | -4.0 | 1 | -3.7 | 15 | 0.6 | nt | 1 | nt
CCCNC(=O)C(Cc1ccccc1)NS(=O)(=O)c1ccc2c(c1)CCC(=O)N2 (centres undefined) | -0.4 | 3.6 | 1 | -1.3 | 1 | -0.4 | 0.3 | -10 | 1.5
Cc1nn(-c2ccccc2)c(N)c1N=Nc1cccc(S(=O)(=O)N2CCOCC2)c1 | -0.4 | 2.5 | -10 | -3.7 | 1 | 1.1 | -0.7 | 22 | 1.5
O=C(NCc1n[nH]c(=S)n1-c1ccc(Br)cc1)c1ccc(S(=O)(=O)N2CCCCC2)cc1 | i | 0.6 | -1 | -1.2 | 7 | 3.0 | 0.4 | -1 | -3.1
O=C(Cn1c(NCCO)nc2ccccc21)NCC(F)(F)F | -0.4 | -3.5 | 4 | 0.7 | 6 | 2.4 | -1.9 | 8 | 0.2
COC(=O)c1ccc(NC(=O)CSc2ccc(-c3ccccn3)nn2)cc1 | -0.1 | 0.4 | -1 | -0.1 | 4 | 0.2 | -1.6 | 4 | 0.6
C=CCOc1ccc(C2C(C#N)=C(N)N(Nc3ccccc3)C3=C2C(=O)CCC3)cc1OC (centres undefined) | -5.3 | 2.1 | 29* | -3.4 | 19 | -0.2 | 1.2 | 10 | nt
CN(C(=O)c1ccc2c(c1)SC1=NS(=O)(=O)CCN12)C(c1ccccc1)c1ccccc1 | -6.8 | 1.8 | -1 | -6.1 | 42 | 0.3 | nt | -8 | nt
